Assay outcomes from PubChem BioAssay.
Rab9 promoter act = activates the Rab9 promoter; AID 485297; 320,000 tested, 2.8% active; Potency, µM (doses to about 9.22 µM), for inactives: top-dose activation, negative = inhibition, hits mostly activators; Huh7 Rab9 promoter-luciferase reporter, luminescence, 24 h; further: potency means the concentration at half of the fitted maximal effect; % of control where 0% means no effect; nearly all actives have a fitted effect of over 60% in size
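Huh7 cells stably carrying Rab9 promoter–luciferase reporter, plated 1500 cells/well, compound added after 2 h and incubated 24 h at 37 °C; luciferase luminescence then read after 10 min with detection reagent.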
Tb PFK block = blocks T. brucei phosphofructokinase; T. brucei PFK, ADP-Glo luminescence; Potency, µM (highest dose often 57.5 µM), without a hit: at the highest dose activity, negative = inhibition, most hits filed as inhibitors; 330,000 tested, 0.17% active; AID 485367;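 further: potency means the concentration at half of the fitted maximal effect; 0% = uninhibited 1x PFK enzyme wells and -100% = no-enzyme wells; nearly all actives have a fitted effect of over 60% in size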
Target sequence (O15648 whole entry, looked up): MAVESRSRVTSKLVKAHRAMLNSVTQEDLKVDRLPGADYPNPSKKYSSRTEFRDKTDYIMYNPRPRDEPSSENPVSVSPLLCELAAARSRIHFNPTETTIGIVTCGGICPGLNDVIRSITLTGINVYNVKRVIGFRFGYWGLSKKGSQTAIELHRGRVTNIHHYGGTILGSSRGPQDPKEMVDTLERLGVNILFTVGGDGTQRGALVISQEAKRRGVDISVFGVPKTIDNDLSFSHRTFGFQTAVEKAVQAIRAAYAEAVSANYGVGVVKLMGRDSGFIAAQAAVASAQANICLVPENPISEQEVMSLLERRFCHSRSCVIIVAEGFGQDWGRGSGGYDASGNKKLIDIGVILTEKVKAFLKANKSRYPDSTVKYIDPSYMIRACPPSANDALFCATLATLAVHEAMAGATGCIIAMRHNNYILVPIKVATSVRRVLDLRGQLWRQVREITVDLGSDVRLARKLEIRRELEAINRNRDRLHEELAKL
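Activity is normalized to no-enzyme wells (full inhibition) and 1.25 nM enzyme wells (no inhibition). Reaction: 0.5 mM F6P, 0.1 mM ATP, 45 min RT, ADP-Glo luminescence; concentration-response curves fitted and classed by quality.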
uPA generation = blocks generation of uPA at the cell surface. cell surface uPA generation assay, qHTS. Potency, µM (titrated, usually from 38.3 µM), inactives show at the top dose activity change, negative = inhibition, actives largely listed as inhibitors. 330,000 tested, 0.31% active. AID 540303; active means well fitted inhibition curve with a large enough effect; inconclusive means small, poorly fitted or top-dose-only effect; inactive means no such curve, though single readings can be large or run the other way; tested in mouse RAW 264.7 cells; further: potency means the concentration at half of the fitted maximal effect; on the % scale 0 is the no-effect control and ±100 the full control effect; nearly all actives have a fitted effect of over 55% in size
NPC1 prom act = NPC1 promoter activation; Huh7 NPC1 promoter luciferase reporter, 24 h; Potency, µM (series often up to 9.22 µM), for inactives: top-dose activation, hits mostly activators; 320,000 tested, 2.4% active; AID 485313;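 further: potency means the concentration at half of the fitted maximal effect; % of control where 0% means no effect; nearly all actives have a fitted effect of over 60% in size; reporter is driven by a mutant NPC1 promoter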
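NPC1 promoter–luciferase Huh7 cells; 24 h compound; luminescence.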
Giardia killer = Giardia lamblia killing; Giardia lamblia trophozoite viability; activity change, % at 7.66 µM, hits read low; 340,000 tested, 0.15% active; AID 540267; in the data active means activity change below about -80%; inconclusive means between about -30% and that limit;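 further: parasites exposed to compound for two days anaerobically before the ATP read; on the % scale 0 is the no-effect control and ±100 the full control effect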
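Each well holds 100 Giardia trophozoites and compound. After two days (48 hrs) at 37 deg C in anaerobic conditions, ATP is quantified by luminescence.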
VP16 counter = counter-screen for ROR gamma inhibitors: Gal4-VP16 reporter; Drosophila S2 Gal4-VP16 UAS-luciferase, luminescence, 20 h; Potency, µM (top dose mostly 53.6 µM), for the others: top-dose activity, negative = inhibition, actives largely listed as inhibitors; 310,000 tested, 3.5% active; AID 2546;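 further: Gal4-VP16 expression switched on by copper sulfate through the metallothionein promoter; potency means the concentration at half of the fitted maximal effect; on the % scale 0 is the no-effect control and ±100 the full control effect; nearly all actives have a fitted effect of over 50% in size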
KCNH2 3.1 inh = inhibitors of human KCNH2 3.1 potassium channel isoform; U2OS KCNH2 3.1, thallium flux FluxOr; stronger effect = lower value; activity change, % (tested at about 1.8 µM); 340,000 tested, 0.95% active; AID 720553;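 active means maximum activity change below -70%; inconclusive means maximum activity change from -70% to -50%; inactive means maximum activity change above -50%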;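 further: thallium influx rate constant from kinetic fluorescence after stimulation buffer; on the % scale 0 is the no-effect control and ±100 the full control effect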
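Steps: virus added to U2OS suspension (4 h, RT, dark); medium with 10% FBS added, cells plated, 37 C overnight; FluxOr/Red40 loading buffer 45 min RT; stimulation buffer, 2 min kinetic read; rate constant normalized.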
RORg inh = inhibitors of mouse ROR gamma transcriptional activity; Drosophila S2 Gal4-RORgamma UAS-luciferase reporter, 20 h; Potency, µM (top dose mostly 53.6 µM), for inactives: top-dose activity change, negative = inhibition, most hits filed as inhibitors; 310,000 tested, 5.4% active; AID 2551; further: potency means the concentration at half of the fitted maximal effect; on the % scale 0 is the no-effect control and ±100 the full control effect; nearly all actives have a fitted effect of over 60% in size
Target sequence (P51450 whole entry, looked up, the tested form may be a part): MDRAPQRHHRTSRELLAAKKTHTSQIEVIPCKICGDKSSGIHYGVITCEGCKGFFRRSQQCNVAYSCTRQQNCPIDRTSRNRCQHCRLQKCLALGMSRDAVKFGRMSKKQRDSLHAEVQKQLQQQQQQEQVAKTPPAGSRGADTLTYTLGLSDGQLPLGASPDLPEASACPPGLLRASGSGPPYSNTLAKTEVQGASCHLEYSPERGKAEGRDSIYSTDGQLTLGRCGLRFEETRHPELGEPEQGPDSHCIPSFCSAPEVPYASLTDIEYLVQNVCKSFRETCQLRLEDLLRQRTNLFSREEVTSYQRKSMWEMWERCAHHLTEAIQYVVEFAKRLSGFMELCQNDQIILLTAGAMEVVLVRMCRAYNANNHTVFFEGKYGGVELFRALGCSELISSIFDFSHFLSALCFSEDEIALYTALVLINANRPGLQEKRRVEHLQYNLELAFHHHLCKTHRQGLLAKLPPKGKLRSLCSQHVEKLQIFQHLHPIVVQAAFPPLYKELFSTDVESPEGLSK
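Compounds are pin-transferred onto Drosophila Schneider cells expressing a copper-inducible Gal4–ROR gamma transactivation domain fusion. After 1 hr, copper sulfate is added to 700 uM final; luciferase is read 20 hr later.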
ELG1 genotoxic = inducers of genotoxicity in HEK293T ELG1-luciferase cells; Potency, µM (doses to about 46 µM), without a hit: at the highest dose activity change, positive = activation, most hits filed as activators; HEK293T ELG1-luciferase reporter, luminescence, 16 h; 330,000 tested, 1.3% active; further: potency means the concentration at half of the fitted maximal effect; % of control where 0% means no effect; nearly all actives have a fitted effect of over 60% in size
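Screening used a luciferase reporter fused to human ELG1 in HEK293T cells. Luminescence was read on a CCD plate imager after 16 hr exposure and 30 min ONE-Glo incubation.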
FBPA coupling cs = counter-screen for Giardia aldolase inhibitors: coupling enzyme system; coupling enzyme system counterscreen, AmpLite Red fluorescence; activity change, negative = inhibition, % at 58.2 µM, hits read low; 290,000 tested, 0.67% active; AID 2472; in the data active means activity change below about -30%; further: on the % scale 0 is the no-effect control and ±100 the full control effect
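Counterscreen of the coupled detection system alone, without aldolase: glyceraldehyde-3-phosphate coupling enzymes plus AmpLite Red readout. Compounds at 57.5 uM final, 10 min RT preincubation, 20 min RT reaction, fluorescence 525/598 nm.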
FLuc modulator = firefly luciferase modulation, counter-screen for miR-21 project | Potency, µM (top dose mostly 57.5 µM), for the others: top-dose activity change, negative = inhibition, most hits filed as inhibitors | 360,000 tested, 6.9% active | P08659 | AID 588342 | purified FLuc, Km substrates, luminescence inhibition;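 further: potency means the concentration at half of the fitted maximal effect; plate controls were vehicle for no effect and reference inhibitor for full effect; nearly all actives have a fitted effect of over 55% in size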
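Purified P. pyralis luciferase, 10 nM final, with Km-level 10 uM D-luciferin and 10 uM ATP in 50 mM Tris acetate pH 7.5, 10 mM Mg acetate, 0.01% Tween-20, 0.05% BSA; 6-point qHTS titration about 60 µM downward; luminescence read.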
An asterisk follows results filed as active; [ ] = another dose, or the depositor's remark. Unless noted, the call rests on the fitted dose curve; in most records, active means well fitted curve in the direction sought with a large enough effect; inconclusive means small, poorly fitted or top-dose-only effect, or another doubt; inactive means no such curve, though single readings can be large; an effect the other way counts as inactive or inconclusive.

What do the screens show for `COc1cc(C2C3=C(CCCC3=O)Nc3[nH]n(-c4ccccc4)c(=O)c32)ccc1OC(C)=O` (stereo not given)?
Rab9 promoter act: -5%; Tb PFK block: -2%; uPA generation: 6%; NPC1 prom act: -1%; Giardia killer: -5; VP16 counter: -9%; KCNH2 3.1 inh: 9; RORg inh: 6%; ELG1 genotoxic: 5%; FBPA coupling cs: 1; FLuc modulator: -17%

Results for COc1ccc(C(=O)Nn2c(C)nc3ccccc3c2=O)cc1 ?
Rab9 promoter act: 16%; Tb PFK block: -2%; uPA generation: 8%; NPC1 prom act: -2%; Giardia killer: -23; VP16 counter: 2%; KCNH2 3.1 inh: -2; RORg inh: 15%; ELG1 genotoxic: -4%; FBPA coupling cs: 1; FLuc modulator: 6%

Results for C#CCOCCOCCOCCNc1nc(N2CCN(C(=O)C([C@@H](C)CC)n3cc(C(N)Cc4ccc(O)cc4)nn3)CC2)nc(N2CCN(C(=O)[C@H](CCC(=O)O)n3cc(C(N)CC(C)C)nn3)CC2)n1 (stereo not given in full) ?
Rab9 promoter act: 1%; Tb PFK block: -9%; uPA generation: 0%; NPC1 prom act: -1%; Giardia killer: 11; VP16 counter: -6%; KCNH2 3.1 inh: -6; RORg inh: -10%; ELG1 genotoxic: -3%; FBPA coupling cs: 4; FLuc modulator: 4%

What do the screens show for `CC(O)c1ccc2c(c1)OCCOCCN(C)CCOCCO2` (stereo not given)?
Rab9 promoter act: 6%; Tb PFK block: 1%; uPA generation: 7%; NPC1 prom act: -3%; Giardia killer: 14; VP16 counter: 2%; KCNH2 3.1 inh: -5; RORg inh: -7%; ELG1 genotoxic: 9%; FBPA coupling cs: 1; FLuc modulator: 6%

What do the screens show for `COCCNC(=O)CSc1ccc(Cl)cc1`?
Rab9 promoter act: 8%; Tb PFK block: -13%; uPA generation: -2%; NPC1 prom act: 2%; Giardia killer: -10; VP16 counter: 17%; KCNH2 3.1 inh: 0; RORg inh: 35%; ELG1 genotoxic: 0%; FBPA coupling cs: 2; FLuc modulator: -2%

What do the screens show for `Cc1cc(Cl)ccc1Oc1nccc(N(C)C)c1C#N`?
Rab9 promoter act: 5%; Tb PFK block: -5%; uPA generation: -1%; NPC1 prom act: -2%; Giardia killer: -13; VP16 counter: inconclusive; KCNH2 3.1 inh: -5; RORg inh: inconclusive; ELG1 genotoxic: -4%; FBPA coupling cs: 1; FLuc modulator: -20%

What do the screens show for `Cc1ccc(S(=O)(=O)N2CCC(C)CC2)cc1`?
Rab9 promoter act: -4%; Tb PFK block: 1%; uPA generation: -1%; NPC1 prom act: 1%; Giardia killer: -18; KCNH2 3.1 inh: 14; ELG1 genotoxic: 0%; FBPA coupling cs: -1; FLuc modulator: 0%

What do the screens show for `COc1ccc(C)cc1S(=O)(=O)NCC(c1cccnc1)N1CCc2ccccc2C1` (stereo not given)?
Rab9 promoter act: -7%; Tb PFK block: 1%; uPA generation: -5%; NPC1 prom act: 1%; Giardia killer: 3; VP16 counter: -14%; KCNH2 3.1 inh: 17; RORg inh: inconclusive; ELG1 genotoxic: 1%; FBPA coupling cs: -2; FLuc modulator: 0%

What do the screens show for `O=C(CN(Cc1ccc(F)cc1)C(=O)CCC(=O)Nc1ccccn1)NCc1ccco1`?
Rab9 promoter act: 7%; Tb PFK block: 2%; uPA generation: 6%; NPC1 prom act: 2%; Giardia killer: 2; VP16 counter: 0%; KCNH2 3.1 inh: 9; RORg inh: -3%; ELG1 genotoxic: 2%; FBPA coupling cs: 2; FLuc modulator: 0%

How did COc1cc(/C=C(/C#N)c2ccc(F)cc2)ccc1OCc1ccc(C(=O)O)o1 do in these assays?
Rab9 promoter act: -5%; Tb PFK block: 4%; NPC1 prom act: 0%; Giardia killer: -5; VP16 counter: 15%; KCNH2 3.1 inh: -19; RORg inh: -10%; ELG1 genotoxic: 0%; FBPA coupling cs: 10; FLuc modulator: 1%[2.3 µM]

What do the screens show for `Cc1c(Cl)cccc1-n1c(SCC(=O)N(C)Cc2ccccc2)nnc1-c1ccncc1`?
Rab9 promoter act: -6%; Tb PFK block: -3%; uPA generation: 5%; NPC1 prom act: 9%; Giardia killer: 19; VP16 counter: 3%; RORg inh: 20%; ELG1 genotoxic: -10%; FBPA coupling cs: 4; FLuc modulator: 3%

What do the screens show for `CCOC(=O)/C=C/C(=O)Nc1ccc(S(=O)(=O)N2CCCCCC2)cc1`?
Rab9 promoter act: -11%; Tb PFK block: -1%; uPA generation: -6%; NPC1 prom act: -3%; Giardia killer: 5; VP16 counter: 9%; KCNH2 3.1 inh: -3; RORg inh: -30%; ELG1 genotoxic: 0%; FBPA coupling cs: 0; FLuc modulator: -1%

Results for O=C(Cc1nnc(NC(=O)Nc2ccc(F)cc2)s1)Nc1ccccc1 ?
Rab9 promoter act: -10%; Tb PFK block: -3%; uPA generation: 8%; NPC1 prom act: -7%; Giardia killer: 2; VP16 counter: 0%; KCNH2 3.1 inh: -7; RORg inh: -12%; ELG1 genotoxic: 4%; FBPA coupling cs: 7; FLuc modulator: inconclusive

Results for O=C(NC1CC1)C1=C[C@H](c2ccc(C(F)(F)F)cc2)C[C@H](OCc2ccc(CO)cc2)O1 ?
Rab9 promoter act: 20%; Tb PFK block: -3%; uPA generation: 0%; NPC1 prom act: -3%; Giardia killer: 16; VP16 counter: 5%; KCNH2 3.1 inh: 4; RORg inh: 33%; ELG1 genotoxic: -6%; FBPA coupling cs: -1; FLuc modulator: -1%

What do the screens show for `Cc1ncc([N+](=O)[O-])n1CCOC(=O)NC(Nc1ccc(F)cc1)C(Cl)(Cl)Cl` (stereo not given)?
Rab9 promoter act: -2%; Tb PFK block: -1%; uPA generation: 3%; NPC1 prom act: -6%; Giardia killer: inconclusive; VP16 counter: 1%; KCNH2 3.1 inh: 0; RORg inh: 0%; ELG1 genotoxic: -2%; FBPA coupling cs: -1; FLuc modulator: 1%

Results for CCc1ccccc1N/N=C(/C)c1c(O)cc(C)oc1=O ?
Rab9 promoter act: -3%; Tb PFK block: 7%; uPA generation: 5%; NPC1 prom act: -3%; Giardia killer: -9; VP16 counter: -6%; KCNH2 3.1 inh: inconclusive; RORg inh: 24%; ELG1 genotoxic: 1%; FBPA coupling cs: 0; FLuc modulator: -1%

What do the screens show for `O=C(Nc1ccccc1)c1ccc(Br)c(S(=O)(=O)Nc2cccnc2)c1`?
Rab9 promoter act: -6%; Tb PFK block: -2%; uPA generation: -2%; NPC1 prom act: -3%; Giardia killer: -16; VP16 counter: -2%; KCNH2 3.1 inh: -3; RORg inh: inconclusive; ELG1 genotoxic: 1%; FBPA coupling cs: 8; FLuc modulator: inconclusive

How did CCOC(=O)CNC(=O)Cn1cnc2c(nnn2-c2cccc(Cl)c2)c1=O do in these assays?
Rab9 promoter act: -9%; Tb PFK block: -12%; NPC1 prom act: -1%; Giardia killer: -2; VP16 counter: 2%; KCNH2 3.1 inh: -3; RORg inh: inconclusive; ELG1 genotoxic: 3%; FBPA coupling cs: 2; FLuc modulator: -2%

Results for CC1CCCc2sc3ncn(N)c(=N)c3c21 (stereo not given) ?
Rab9 promoter act: 0%; Tb PFK block: -6%; uPA generation: 3%; NPC1 prom act: 5%; Giardia killer: 1; VP16 counter: 7%; KCNH2 3.1 inh: 0; RORg inh: -43%; ELG1 genotoxic: -4%; FBPA coupling cs: 4; FLuc modulator: -3%

What do the screens show for `CCCCN1CC(=O)N2[C@H](c3ccc(OC)cc3)[C@@H]3C(=O)N(CC)C(=O)[C@@H]3[C@]2(Cc2ccccc2)C1=O`?
Rab9 promoter act: -3%; Tb PFK block: 3%; uPA generation: -9%; NPC1 prom act: -3%; Giardia killer: -13; VP16 counter: 4%; RORg inh: 4%; ELG1 genotoxic: 2%; FBPA coupling cs: 3; FLuc modulator: -1%

What do the screens show for `CCOC(=O)C1(CCOc2ccccc2)CCN(Cc2ccc(OCCO)cc2)CC1`?
Rab9 promoter act: -5%; Tb PFK block: 0%; uPA generation: -7%; NPC1 prom act: 3%; Giardia killer: 6; VP16 counter: -5%; KCNH2 3.1 inh: -110*; RORg inh: -21%; ELG1 genotoxic: -7%; FBPA coupling cs: 2; FLuc modulator: -1%

How did COCCn1c(SCC(=O)Nc2ccc(C(C)=O)cc2)nc2c([nH]c3ccccc32)c1=O do in these assays?
Rab9 promoter act: 8%; Tb PFK block: -4%; uPA generation: 5%; NPC1 prom act: 8%; Giardia killer: 12; VP16 counter: inconclusive; KCNH2 3.1 inh: -6; RORg inh: inconclusive; ELG1 genotoxic: inconclusive; FLuc modulator: 2%
